Bioassay records (PubChem)
Tau fibril ThT: tau fibrillization inhibition (ThT binding); P10636; recombinant tau K18 P301L, heparin-induced fibrillization, ThT fluorescence; Potency, µM (series often up to 57.4 µM), without a hit: at the top dose activity, negative = inhibition, usual class: inhibitors; hit rate 2.1% among 270,000; AID 1460; note: % is set by controls: 0 for no effect and ±100 for the full control effect; nearly all actives have a fitted effect of over 55% in size
Target sequence (P10636 561-689 P618L limits assumed): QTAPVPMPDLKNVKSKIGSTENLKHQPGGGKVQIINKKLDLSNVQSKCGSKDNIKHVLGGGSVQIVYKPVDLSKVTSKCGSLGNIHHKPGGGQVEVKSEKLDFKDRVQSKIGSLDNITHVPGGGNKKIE
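Recombinant human tau K18 fragment […] carrying P301L, 15 uM unlabeled plus 0.24 uM Alexa 594-labeled, was fibrillized with 20 uM heparin in 100 mM sodium acetate pH 7 for 6 hr at 37 C; 30 uM ThT fluorescence read after 1 hr.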
Tau FP inhib: inhibitors of human tau fibril formation. AID 1468. hit rate 0.39% among 280,000. K18 P301L tau heparin fibrillization, Alexa594 FP, 6 h. Potency, µM (doses to about 57.7 µM), for the others: at the highest dose activity, negative = inhibition, actives largely listed as inhibitors; note: % is set by controls: 0 for no effect and ±100 for the full control effect; nearly all actives have a fitted effect of over 55% in size
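Human K18 P301L fragment (15 uM unlabeled plus 0.24 uM Alexa 594-labeled) in 100 mM sodium acetate pH 7 with compound, aggregation induced by 20 uM heparin for 6 hr at 37 C. ThT (30 uM) added for 1 hr, then Alexa 594 FP read.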
aGlu spleen mod: lysosomal alpha-glucosidase (human) modulation; AID 2112; Potency, µM (top dose mostly 79.9 µM), inactives show at the top dose activity change, negative = inhibition, hits mostly inhibitors; human spleen homogenate, 4-MU-alpha-glucoside fluorescence; hit rate 0.006% among 240,000;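 note: 0% = enzyme with vehicle and -100% = no enzyme basal signal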
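Enzyme source: human spleen homogenate, 1 ug/well. Buffer 50 mM citric acid/K phosphate pH 5.0, 0.01% Tween-20. 4-MU-alpha-glucoside 1 mM; 37 C x 40 min; NaOH/glycine stop; fluorescence.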
GAA inh: alpha-glucosidase (human) inhibition; P10253; purified human GAA, 4-MU-alpha-glucoside fluorescence; Potency, µM (titrated, usually from 76.9 µM), for the others: at the top dose activity change, negative = inhibition, actives largely listed as inhibitors; hit rate 0.005% among 200,000;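 note: plate controls were uninhibited enzyme wells for no effect and no-enzyme background for full effect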
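Fluorescence at Ex 365/Em 440 nm from 4-methylumbelliferone reported enzyme activity after 20 min at room temperature. Reactions used 4 nM enzyme and 400 uM substrate at pH 5.0; curves fitted with the Hill equation.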
GAA glycogen: inhibitors or activators of human alpha-glucosidase glycogen cleavage; hit rate 0.38% among 300,000; Potency, µM (titrated, usually from 76.4 µM), inactives show at the highest dose activity change, negative = inhibition, most hits filed as inhibitors; recombinant GAA, glycogen substrate, Amplex Red glucose oxidase fluorescence; P10253;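 note: 0% = full enzyme reaction and -100% = no-enzyme basal signal; the screen sought inhibitors and activators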
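Recombinant enzyme (4 nM final) with compounds titrated up to 77 uM and bovine liver glycogen (30 ug) in citrate pH 5.0, 0.01% Tween-20, 37 C 40 min. Released glucose detected by Amplex Red/glucose oxidase (Ex 573/Em 610); AC50 from Hill fits.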
GLA spleen mod: inhibitors or activators of human alpha-galactosidase in spleen homogenate; human spleen homogenate, 4MU-alpha-Gal fluorescence, 40 min; AID 2107; hit rate 0.008% among 240,000; Potency, µM (series often up to 80 µM), for the others: top-dose activity change, negative = inhibition, actives largely listed as inhibitors;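 note: 0% = enzyme with vehicle and -100% = no enzyme basal signal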
Target sequence (P06280 32-429 limits assumed): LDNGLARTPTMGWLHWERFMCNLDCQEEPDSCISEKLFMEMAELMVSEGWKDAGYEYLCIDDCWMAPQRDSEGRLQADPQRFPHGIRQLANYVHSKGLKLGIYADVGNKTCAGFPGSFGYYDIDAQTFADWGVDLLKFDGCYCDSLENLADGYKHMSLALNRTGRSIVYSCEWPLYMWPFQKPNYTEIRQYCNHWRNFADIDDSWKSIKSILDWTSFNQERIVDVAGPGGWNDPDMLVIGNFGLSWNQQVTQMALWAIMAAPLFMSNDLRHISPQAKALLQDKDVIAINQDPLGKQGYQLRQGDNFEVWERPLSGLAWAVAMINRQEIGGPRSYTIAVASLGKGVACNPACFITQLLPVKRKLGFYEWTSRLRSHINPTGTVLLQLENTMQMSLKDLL
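Spleen homogenate 1 ug + cpd (titration) + 4-MU-alpha-D-galactopyranoside 1 mM; 37C 40 min; 50 mM citrate/phosphate pH 5.0, 0.01% Tween-20; stop pH 10; fluorescence 365/440; AC50 via Hill.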
Tau fluor counter: counter-screen for tau fibril formation inhibitors | tau K18 P301L (four-repeat tau fragment) Alexa594 fluorescence, heparin fibrillization | Potency, µM (top dose mostly 57.7 µM), for the others: at the highest dose activity change, negative = decrease | hit rate 0.93% among 280,000; note: % is set by controls: 0 for no effect and ±100 for the full control effect; nearly all actives have a fitted effect of over 55% in size
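Human K18 P301L tau (15 uM unlabeled plus 0.24 uM Alexa 594-labeled, final) in 100 mM sodium acetate pH 7 was mixed with compound and 20 uM heparin and incubated 6 hr at 37 C.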
HTT cytoprotect: Huntington cell model cytoprotection by ATP luminescence; hit rate 0.14% among 230,000; Potency, µM (highest dose often 56.4 µM), for inactives: cytoprotection (ATP increase), actives largely listed as activators; PC12 HTT-Q103 induced, cytoprotection, ATP luminescence, 40 h; AID 1471;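 note: % of control where 0% means no effect; nearly all actives have a fitted effect of over 45% in size; toxic huntingtin expression switched on by the ecdysone agonist tebufenozide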
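Compounds added alongside 100 nM tebufenozide, which induces toxic Q103 huntingtin exon 1-GFP in stable PC12 cells; surviving cells quantified by luminescent ATP measurement. Medium: phenol red-free DMEM, 5% equine and 5% calf serum.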
Numbers without * were called inactive; ? = inconclusive; · = no result given; & = joins results of further samples; [ ] = dose if it differs, or a comment. Calls come from the whole dose curve; as a rule, active = well fitted curve in the direction sought with a large enough effect; inconclusive = small, poorly fitted or top-dose-only effect, or another doubt; inactive = no such curve, though single readings can be large; an effect the other way counts as inactive or inconclusive. Potency is the fitted concentration of half-maximal effect.

Values in the order – Tau fibril ThT	Tau FP inhib	aGlu spleen mod	GAA inh	GAA glycogen	GLA spleen mod	Tau fluor counter	HTT cytoprotect
(1) COc1ccc(N2CCN(C(=O)CSc3ccc(C)cc3)CC2)cc1
 : ?	8%	-18%	9%	-7%	-2%	-13%	·
(2) COc1ccc(-c2nc3ccccc3o2)cc1NC(=O)c1ccc(OCC(C)C)cc1
 : -19%	-21%	·	·	-2%[76.3 µM]	·	?	·
(3) CC(=O)Nc1ccc(OCCOc2ccc([N+](=O)[O-])cc2)cc1
 : ?	-7%	3%	·	-1%	8%	-14%	14%[10 µM]
(4) Cc1ccc2c(c1)nnn2C1CCN(CC(=O)NNC(=O)c2ccco2)CC1
 : -7%	1%	-6%	?	18%	-7%	-3%	21%[10 µM]
(5) S=c1nc(C2CC2)n(-c2ccccc2)[nH]1
 : 2%	0%	1%	·	-9%	9%	5%	-6%[10 µM]
(6) COc1ccc(C)cc1Nc1cc(C)nc(C)n1
 : 0%	1%	·	·	0%[76.3 µM]	·	-6%	·
(7) O=C(CSc1ncnc2c1oc1ccccc12)Nc1nccs1
 : 3%	0%	3%	·	-4%	8%	5%	1%[10 µM]
(8) CCOC(=O)c1c(Nc2ccc(OC)cc2)nnc(-c2ccccc2)c1-c1ccccc1
 : ?	1%	·	·	-4%[76.3 µM]	·	-24%	·
(9) COc1ccc(CNC(=O)C(C)OC(=O)c2cccn2C)cc1 (configuration not stated)
 : -14%	-8%	4%	-2%	4%	6%	-5%	-19%[10 µM]
(10) O=C(Nc1ccc(S(=O)(=O)Nc2ccc(Cl)cc2)cc1)C1CCCO1 (configuration not stated)
 : 3%	-5%	-8%	8%	-8%	-1%	-14%	27%[10 µM]
(11) Cc1ccc(CNC(=O)CC2Nc3c4ccccc4nc(=S)n3C2=O)cc1 (configuration not stated)
 : 4%	9%	4%	-1%	-18%	2%	3%	1%[10 µM]
(12) Cc1nn(C)c(C)c1N=Cc1c(O)ccc2ccccc12
 : ?	-5%	-1%	-2%	?	-1%	-4%	-19%
(13) COc1ccc(OCC(=O)NCC(c2ccc(OC)cc2)N2CCOCC2)cc1 (configuration not stated)
 : -4%	5%	·	·	-2%[76.3 µM]	·	-2%	·
(14) CCc1nc2ccccc2c(C(=O)OCc2nnc(-c3ccccc3)o2)c1C
 : ?	3%	-1%	-3%	-7%	2%	-16%	-20%
(15) COc1ccc(NC(=O)CC2C(=O)N(c3ccc(OC)cc3)C(=O)N2CCc2cccs2)cc1 (configuration not stated)
 : 6%	12%	-18%	?	2%	-9%	-21%	2%[10 µM]
(16) COc1ccccc1CC(=O)Nc1ccc(-c2noc(COc3cccc(C)c3C)n2)cc1
 : -9%	-5%	-12%	-18%	-20%	-23%	?	-8%
(17) CCCCCCCCCCCC(=O)N/N=C/c1ccco1
 : -16%	-5%	-5%	1%	-5%	0%	-13%	-18%
(18) Cc1onc(-c2ccccc2Cl)c1C(=O)N1CCN(c2nc3ccccc3s2)CC1
 : -4%	2%	2%	-7%	-14%	6%	-9%	-52%[inhibitor]
(19) CCNC(=S)N1CCCCC1CO (configuration not stated)
 : 0%	-1%	7%	13%	0%	-1%	-1%	1%[10 µM]
(20) O=C(c1ccc(F)cc1)N1C2CCC1CC(O)(c1ccccc1F)C2 (configuration not stated)
 : -6%	2%	-14%	-1%	10%	-4%	8%	-15%
(21) Cc1cccc(NC(=O)Cn2c(=O)n(CCC(=O)N3CCc4ccccc4C3)c(=O)c3ccccc32)c1
 : 13%	-21%	·	·	-2%[76.3 µM]	·	-27%	·
(22) Cc1nc2cc(NC(=O)NCc3ccccc3)ccc2o1
 : 1%	4%	1%	-4%	2%	1%	1%	-13%
(23) Cc1ccc(-c2nc(P(=O)(c3ccccc3)c3ccccc3)c(N3CCOCC3)o2)cc1
 : ?	-1%	-8%	2%	-2%	-14%	-22%	·
(24) COc1ccc(NC(=O)c2sc3nc(-c4cccnc4)ccc3c2N)cc1
 : ·	-4%	-7%	·	3%	-2%	-32%	12%[10 µM]
(25) O=C(CSc1nnc(SCc2ccccc2)s1)N/N=C/C=C/c1ccccc1[N+](=O)[O-]
 : -8%	9%	-9%	3%	-6%	-4%	-27%	7%[10 µM]
(26) CCOC(=O)N1CCN(C(=O)CCc2nc3sc4c(c3c(=O)[nH]2)CCCC4)CC1
 : -15%	-3%	3%	·	0%	1%	-6%	7%[10 µM]
(27) CCC(=O)N1CCN(c2ccc(NC(=O)c3cc4ccccc4o3)cc2Cl)CC1
 : ?	5%	0%	-8%	-2%	-2%	?	17%[10 µM]
(28) COc1ccccc1NC(=O)n1ncc2c(C)cccc21
 : -1%	3%	·	·	-3%[76.3 µM]	·	-6%	·
(29) COCCOC(=O)c1c(C)oc2ccc(NS(=O)(=O)c3ccc(C(=O)O)cc3)cc12
 : -3%	-3%	-11%	-10%	-23%	7%	-1%	5%[10 µM]
(30) O=C(OCCCN=C1NS(=O)(=O)c2ccccc21)c1ccc([N+](=O)[O-])cc1
 : -10%	-3%	5%	3%	-15%	-1%	-17%	16%[10 µM]
(31) O=Cc1ccc(-c2ccc(C(=O)O)cc2)o1
 : ·	-1%	3%	·	2%	13%	6%	-7%[10 µM]
(32) CCOC(=O)C1=C(c2ccccc2)N=C2SCC(=O)N2C1c1ccc(OC)c(OC)c1 (configuration not stated)
 : -7%	4%	-1%	4%	-6%	0%	-9%	-1%
(33) Fc1ccc(OCc2nc(-c3ccncc3)n[nH]2)cc1
 : -4%	-3%	-4%	5%	9%	-5%	3%	-8%[10 µM]
(34) Cc1ccc(N=C2NC(=O)/C(=C/c3cccs3)S2)cc1C
 : ?	-17%	2%	-6%	-2%	5%	?	·
(35) N#Cc1cccc(NC(=O)N2CCC(c3nc4c(nnn4Cc4cccc(Cl)c4)c(=O)[nH]3)CC2)c1
 : -9%	-7%	-17%	-3%	-6%	-1%	-26%	-11%
(36) Cc1ccccc1SCC(=O)Nc1ccc(N2CCOCC2)cc1
 : ?	7%	-3%	7%	0%	3%	-18%	-9%
(37) COc1cc(SC)ccc1C(=O)Nc1ccc(C)cc1C
 : ?	-8%	3%	5%	-3%	5%	3%	-10%[10 µM]
(38) CCc1nn2c(=O)cc(COc3ccc(/C=C4\C(=N)N5N=C(C)SC5=NC4=O)cc3)nc2s1
 : 13µM*	0%	2%	6%	2%	13%	-17%	-40%[inhibitor]
(39) Cc1cccn2c(=O)c(C=O)c(NCc3ccccc3)nc12
 : -11%	7%	-8%	11%	4%	-4%	-17%	12%[10 µM]
(40) CCCCN(C)CCCNC(=O)Cn1ncc2c3ccccc3n(Cc3ccccc3F)c2c1=O
 : 2%	-1%	·	·	-3%[76.3 µM]	·	-8%	·
(41) O=C(O)CCCN1C(=O)/C(=C/c2ccncc2)SC1=S
 : -17%	?	0%	·	-6%	-14%	4%	19%[10 µM]
(42) CCOc1ccc(NC(=O)CCn2c(=O)[nH]c3ccsc3c2=O)cc1
 : -9%	-2%	3%	-36%	-6%	0%	-13%	-2%
(43) CCCCCCCC/C=C\CCCCCCCC(=O)NC(C)C(=O)O (configuration not stated)
 : -4%	-6%	11%	·	·	-1%	-4%	-3%
(44) CCCCC/C=C\C/C=C\C[C@H](O)/C=C/C=C\CCCC(=O)O
 : 2%	-1%	4%	·	·	10%	2%	10%
(45) COc1ccc(S(=O)(=O)N(C)CC(=O)NC2CCCCC2)cc1Cl
 : -7%	-6%	-6%	-2%	1%	0%	-8%	-1%
(46) Cc1cc(=O)n2c(C(=O)Nc3ccc(C)c(C)c3)c(C(=O)Nc3ccccc3)sc2n1
 : -9%&-2%	-14%&-9%	2%	3%	4%	3%	-20%&-11%	-28%
(47) Cc1ccc(Cl)c(OCC(=O)NN2CCN(C)CC2)c1
 : ·	8%	2%	·	4%	-15%	18%	4%[10 µM]
(48) Cc1cc(C(=O)CSc2nnc(C3COc4ccccc4O3)n2C)c(C)n1-c1ccc(F)cc1 (configuration not stated)
 : ?	1%	-5%	-10%	-11%	2%	-5%	-13%[10 µM]
(49) CC(C)(C)C1CCc2c(sc(NC(=O)c3ccco3)c2C(N)=O)C1 (configuration not stated)
 : 0%	-2%	-3%	1%	-2%	0%	3%	-11%[1.9 µM]
(50) CN(C)S(=O)(=O)c1cc(NC2CC(=O)N(c3ccc(F)cc3)C2=O)ccc1Cl (configuration not stated)
 : 4%	8%	4%	-19%	1%	12%	-5%	·
(51) C/C(Cc1ccccc1)=N\NC(=O)CNC(=O)c1ccccc1
 : 2%	-2%	7%	-2%	-5%	-17%	5%	-10%[1.9 µM]
(52) Cc1ccc(C(=O)N2CCOCC2)cc1S(=O)(=O)Nc1cccc(C)c1C
 : -6%	-3%	0%	-5%	0%	-4%	-3%	-6%[1.9 µM]
(53) COc1cc(C(c2sc3nc(C)nn3c2O)N2CCc3ccccc3C2)cc(OC)c1OC (configuration not stated)
 : ?	-8%	-18%	2%	3%	-3%	-4%	-5%[10 µM]
(54) Cc1cc(C)c2nc(-c3ccccn3)cc(C(=O)Nn3cnnc3)c2c1
 : -11%	4%	2%	-11%	13%	2%	-6%	-19%[10 µM]
(55) Cc1ccc(Cl)cc1NC(=O)COC(=O)Cn1cnc2c1c(=O)n(C)c(=O)n2C
 : -4%	8%	-17%	-2%	1%	-8%	3%	-3%
(56) CCOC(=O)CC(N)c1cccc([N+](=O)[O-])c1 (configuration not stated)
 : 6%	4%	·	-8%	1%	9%	4%	-5%
(57) N#C/C(=C\c1cccc([N+](=O)[O-])c1)C(=O)NCc1ccc(Cl)cc1
 : ?	10%	-12%	-13%	14%	0%	-20%	·
(58) Cc1c(N=NC2=C(O)CCCC2=O)c(=O)n(-c2ccccc2)n1C
 : 14µM*	?	-6%	-11%	-26%	-2%	-28%	-8%[10 µM]

Structures listed above printed as active in Tau fibril ThT:
| # | SMILES | Tau fibril ThT | Tau FP inhib | aGlu spleen mod | GAA inh | GAA glycogen | GLA spleen mod |
| --- | --- | --- | --- | --- | --- | --- | --- |
| 38 | CCc1nn2c(=O)cc(COc3ccc(/C=C4\C(=N)N5N=C(C)SC5=NC4=O)cc3)nc2s1 | 13µM* | 0% | 2% | 6% | 2% | 13% |
| 58 | Cc1c(N=NC2=C(O)CCCC2=O)c(=O)n(-c2ccccc2)n1C | 14µM* | ? | -6% | -11% | -26% | -2% |
